# Compound activity deposited in PubChem BioAssay by several laboratories.
# P. falciparum M1AAP = malaria alanyl aminopeptidase activity blockers – biochemical, fluorogenic H-Leu-NHMec substrate, 1536-well (AID 1445); recombinant M1AAP, H-Leu-NHMec fluorogenic kinetic assay; higher % means a stronger effect; inhibition, % at 30 µM, or IC50 in µM where a hit was titrated; 0.42% of 220,000 active;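 active = primary inhibition above the hit cutoff, then over 50% inhibition at one or more dose response concentrations, cut at about 23% in these data, passing the limit was not always enough; inconclusive = conflicting primary data, or primary hits not chosen for dose response; inactive = low primary inhibition, or under 50% at every dose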;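 also: plate controls were DMSO full reaction for no effect and no enzyme background for full effect; strong numbers were not always called active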
# M17LAP inhibition = P. falciparum M17LAP inhibitors, primary screen, biochemical, fluorogenic H-Leu-NHMec substrate, 1536-well (AID 1619) | recombinant M17LAP, H-Leu-NHMec fluorogenic kinetic assay; higher % means a stronger effect | inhibition, % at 30 µM, or IC50 in µM where a hit was titrated | 0.38% of 220,000 active;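 active = compound inhibiting the enzyme by more than half at any dose during confirmatory dose-response retesting; inconclusive = strong single-dose inhibitors picked by rank but not retested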;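 also: plate controls were full reaction with DMSO carrier for no effect and no enzyme background for full effect; strong numbers were not always called active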
# Autophagy HCS = modulators of autophagy; 0.98% of 190,000 active; calls only at 10 µM (by protocol); AID 463193; MEF GFP-LC3 puncta imaging; test concentration mostly 10 µM;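 active = percentage of spot-positive cells more than 3 SD above its plate mean, without a fluorescence outlier flag or 80% toxicity; inconclusive = no clear call, values can overlap the other calls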;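 also: spot-positive cell cutoff set from DMSO-treated cells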
# Dynein transport = blocks dynein driven cargo transport along microtubules | 3617.4 mouse cells, GR-EGFP nuclear translocation imaging; test concentration mostly 20 µM; stimulated with dexamethasone, 1 µM; active compounds read low | 0.47% of 220,000 active | z-score, hits read low;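 active = plate z-score of nuclear minus cytoplasmic receptor signal below a set negative limit, without overly bright fluorescence or cell loss, cut at about -3.5 in these data, passing the limit was not always enough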;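 also: z-score of nuclear minus cytoplasmic ring GR-EGFP intensity difference per well; some compounds called inactive have numbers as strong as hits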
#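 Buffer or medium: tet-free, stripped-serum medium; Also added: dexamethasone, 1.0 µM final; Technique: high-content fluorescence imaging after fixation; Times: 48 h induction, 1 h compound, 30 min dex at 37 °C; Read-out: per-cell GR-EGFP intensity, nucleus versus surrounding cytoplasmic ring, well-averaged.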
# Ins promoter up = MIN6 insulin promoter up-regulation; MIN6 insulin promoter-GFP reporter, high-content imaging; active compounds read high; z-score at 5 µM; 0.3% of 190,000 active; AID 1625;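 active = z-score above 3 at 5 µM with at least 500 cells counted in the well; inconclusive = wells under 500 cells, flagged as cytotoxic or low count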
# MT stabilize HCS = microtubule stabilizers in HeLa cells. 0.83% of 200,000 active. HeLa tubulin immunostaining HCS, 24 h; share of cells brighter than vehicle mean+2SD. % tubulin-high responders, % at 10 µM. AID 2205;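 active = plate Z-score above 3 for both tubulin-high and condensed-nucleus cell shares, with cell loss under 80%, at 10 µM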;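 also: anti alpha tubulin signal scored within the nucleus-defined area of each cell; some results filed as inactive read as strong as hits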
# bCat nuc transl = beta-catenin nuclear translocation modulation | nuclear translocation activity, % at 5 µM | HeLa beta-catenin nuclear translocation, immunofluorescence imaging | 0.3% of 190,000 active;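 active = nuclear translocation activity above 50% at 5 µM, with a well cell count of 50 or more; inconclusive = wells under 50 cells across six images, flagged as toxic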;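 also: per-cell ratio of nuclear to cytoplasmic median beta-catenin stain intensity; plate controls were DMSO negative control for no effect and GSK-3 inhibitor IX positive control for full effect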
#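 System: HeLa cells, endogenous beta-catenin; compound dosing: 5 µM primary single dose, 0.1% DMSO, 0.02–20 µM confirmation series; incubation: 24 h compound exposure at 37°C, 5% CO2; signal: beta-catenin immunofluorescence imaging with DAPI; evaluation: % activation, nuclear-to-cytoplasmic median beta-catenin signal ratio per cell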
# UTI89 phage lysis = inhibition of K1F phage lysis, E. coli UTI89, bacterial capsule biogenesis inhibitors, alamar blue (AID 488966). inhibition, % at 100 µM, or IC50 in µM where a hit was titrated. 0.02% of 340,000 active. E. coli UTI89 K1F phage lysis, alamar blue, 2 h; higher % means a stronger effect;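 active = phage lysis inhibition, versus mean bacterial control, above a set limit; inconclusive = no clear call, values can overlap the other calls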;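 also: capsule biogenesis inhibitors block K1F phage lysis so surviving cells raise fluorescence; higher fluorescence means more inhibition of phage lysis; actives were called in the ten point dose series up to 300 µM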
# ER stress rescue = rescue of cells from ER stress-induced death, primary screen, 384-well, CSM14.1, thapsigargin, ATP luminescence (AID 1222). CSM14.1 thapsigargin-induced death rescue, ATP luminescence; higher % means a stronger effect. one-dose cellular ATP content (survival), % at 20 µM; EC50 in µM for titrated hits. 190,000 tested, under 10 active;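 active = EC50 below 50 µM in the dose-response confirmation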;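 also: death triggered by thapsigargin at about 15 µM added after 2 h compound pretreatment; cell ATP read after overnight thapsigargin exposure of roughly 18 to 22 hours; normalized against plate controls of thapsigargin alone and 5% DMSO vehicle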
# Dynein transport cytoplasmic EGFP = second read-out of Dynein transport, no call of its own (marks repeat the call); z-score; measured here: cytoplasmic GR-EGFP intensity; active compounds read high
# Dynein transport nuclear GR-EGFP = recorded beside Dynein transport, whose call it bears; z-score; measured here: nuclear GR-EGFP intensity;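 lower value marks the stronger effect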
# Dynein transport cell count = further read-out of Dynein transport, marked with its call; z-score; measured here: cell count per field
# Ins promoter up cell count = also measured in Ins promoter up; calls as there; cell count; measured here: cytotoxicity, nuclei count;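 total cells summed across four imaged fields per well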
# bCat nuc transl cell count 5 µM = also measured in bCat nuc transl; calls as there; cell count; measured here: cell count, cytotoxicity flag
# MT stabilize HCS Hoechst-high % = second read-out of MT stabilize HCS, no call of its own (marks repeat the call); % Hoechst-high responders; measured here: nuclear condensation Hoechst responders;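 share of cells brighter than vehicle mean plus two SD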
# MT stabilize HCS cytotoxicity % = recorded beside MT stabilize HCS, whose call it bears; toxicity, %; measured here: cytotoxicity by cell density;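 0% = mean cell density of plate MIN control wells and 100% = no cells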
# Autophagy HCS cell loss 18 h = recorded beside Autophagy HCS, whose call it bears; toxicity, %; measured here: cell loss, nuclei count;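 cell loss after 18 h compound exposure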
# * marks the source's active call; other numbers are inactive results; i = inactive; ? = inconclusive; nt = not tested or not shown; [ ] = remark or other dose.
SMILES,P. falciparum M1AAP,M17LAP inhibition,Autophagy HCS,Autophagy HCS cell loss 18 h,Dynein transport,Dynein transport cytoplasmic EGFP,Dynein transport nuclear GR-EGFP,Dynein transport cell count,Ins promoter up,Ins promoter up cell count,MT stabilize HCS,MT stabilize HCS Hoechst-high %,MT stabilize HCS cytotoxicity %,bCat nuc transl,bCat nuc transl cell count 5 µM,UTI89 phage lysis,ER stress rescue
Cc1ccc(CN2C(=O)CNC2=S)cc1,3.1%,2.4%,i,-2.3,-0.643,-0.233,0.341,-0.9,-0.06,1165,4.6,3.3,8.3,-0.7,1050,7.2%[50 µM],1.0%
Clc1ccccc1-c1nn2c(Cn3cnc4ccccc43)nnc2s1,1.4%,3.0%,i,15.0,1.74,-0.326,0.547,0.255,0.43,1422,3.1,1.1,4.8,-0.8,792,2.8%,-0.7%
Nc1ccc2nc(C(F)(F)F)[nH]c2c1,nt,nt,i,3.8,-0.931,-0.309,-0.17,1.24,-0.28,1423,3.8,1.4,7.4,-0.3,1473,0.2%,-0.4%
CC(=O)c1ccc(OC2OCCOC2Oc2ccc(C(C)=O)cc2)cc1 (stereo unspecified),1.5%,1.1%,i,4.9,0.148,-0.297,-0.0735,-0.344,-0.09,1366,3.5,1.9,6.1,0.2,1060,0.0%,0.7%
O=C(NN=C1CCC(c2ccccc2)CC1)c1ccccc1-n1cccc1 (stereo unspecified),-4.0%,-6.6%,i,-3.2,-1.13,-0.278,-0.857,0.581,-0.2,1487,2.2,2.9,3.3,-0.6,1079,2.6%[50 µM],0.1%
COc1ccc(CCNC(=O)CSc2n[nH]c(C)c2[N+](=O)[O-])cc1OC,7.7%,4.7%,i,3.8,-0.444,-0.274,-0.375,0.444,1.3,1237,2.3,2.1,4.5,1.4,1080,-0.1%,-0.2%
Cc1ccc(-c2noc(-c3ccccc3C(=O)NCc3ccco3)n2)cc1,2.3%,9.6%,nt,nt,-0.265,-0.18,-0.221,0.676,0.18,1054,nt,nt,nt,1.9,1279,0.7%,nt
Cc1oc(C(C)(C)C)cc1C(=O)Nc1cccc(/C=C\C(=O)O)c1,6.9%,17.9%,i,12.3,-0.682,-0.33,-0.599,0.897,nt,nt,1.4,3.1,2.4,-1.5,911,-1.8%,10.4%
CC(C)(C)n1ncc(Oc2ccccc2[N+](=O)[O-])c(Cl)c1=O,-2.8%,2.8%,i,8.3,-0.421,1.68,-0.169,-0.196,0.6,1013,2.6,2.8,5.0,?,nt,4.0%[50 µM],-1.2%
Nc1nnc(C2CCCC2)s1,6.7%,6.9%,i,1.7,-0.713,-0.176,-0.0183,0.0922,0.01,1234,3.7,2.4,9.9,0.2,752,0.2%,-3.1%
Cc1cc(NC(=O)COC(=O)[C@H](C)NC(=O)c2ccccc2)no1,-2.3%,0.3%,i,4.3,-0.188,-0.193,0.135,0.127,0.73,1713,2.1,1.4,8.9,-3.5,1347,-0.2%,0.7%
CC(C)c1ccc(-c2noc(C3CCCN(S(C)(=O)=O)C3)n2)cc1 (stereo unspecified),3.1%,-7.1%,i,-2.9,-0.457,0.04,0.177,-0.93,0.09,876,2.3,1.3,7.0,0.1,1182,1.9%,-3.6%
COCCNC(=O)c1c[nH]c2ccc(S(=O)(=O)N3CCC4(CC3)OCCO4)cc2c1=O,3.7%,5.6%,i,-5.2,0.741,-0.22,0.466,-1.53,-0.4,1229,4.5,1.5,3.7,-0.7,1025,-0.4%,nt
CC(=O)C1=C(C)Nc2ncnn2C1c1cccc(OCc2ccccc2)c1 (stereo unspecified),-1.8%,9.1%,nt,nt,1.58,-0.0149,1.38,-1.12,-1.08,1904,4.2,2.3,6.5,-2.2,1066,0.4%,nt
Cc1ccccc1OCCC(=O)NCCc1ccc(S(N)(=O)=O)cc1,0.8%,1.4%,i,2.2,-0.0616,-0.212,0.0181,2.06,-1.1,1347,2.9,2.0,4.4,-0.4,1173,-0.8%,-2.4%
COc1cc(C(=O)NCc2nnc(SCC(=O)N3CCCCC3)o2)cc(OC)c1OC,1.4%,-12.6%,i,13.6,-0.364,-0.238,0.411,1.46,-0.67,891,1.9,1.2,7.1,-1.4,1194,3.9%,0.1%
COc1ccc(CCN(C)CCC(=O)Nc2ccc(C)cc2)cc1OC,-2.5%,13.2%,i,3.0,0.766,-0.312,0.109,-0.0336,-0.58,2270,2.6,2.9,7.5,-0.4,935,6.2%,-2.8%
Cc1ccc(C)c(NC(=O)CSc2nnc(-c3ccccc3)o2)c1,-5.2%,-3.7%,nt,nt,-1.38,-0.217,-0.633,0.377,-1.68,1817,3.5,3.0,7.3,3.3,979,5.0%,nt
CCC(=O)N=c1n(C)c2ccccc2n1CCOc1ccccc1,0.1%,6.0%,i,2.0,0.377,-0.301,0.277,-0.858,-0.12,1292,2.2,5.0,9.1,nt,nt,1.2%,-2.8%
COC(=O)[C@H](C)NC(=O)NC(C)CCc1ccccc1 (stereo partly specified),13.4%,8.3%,i,1.1,-0.107,-0.000999,-0.015,1.13,nt,nt,2.6,1.8,3.0,-1.4,1119,-0.3%,0.4%
O=C(NC1CCCC1)C(=O)N(c1ccccc1F)C(C(=O)NCC1CCCO1)c1cccs1 (stereo unspecified),7.8%,-0.5%,i,0.2,-0.723,-0.166,-0.402,0.853,0.16,1579,2.4,2.7,6.2,-1.3,926,i,-0.9%
COc1ccc(NC(=S)NN(C)C(=S)Nc2ccc(OC)cc2)cc1,0.2%,25.0%,i,-2.8,-0.771,-0.295,-0.529,0.714,-0.13,1341,7.4,3.9,4.4,nt,nt,1.8%,-1.2%
Cc1ccc(CCNC(=O)C2CCC(=O)N2Cc2cccnc2)cc1 (stereo unspecified),6.1%,-10.4%,i,-9.9,0.887,0.211,1.02,-0.0359,0.4,1061,4.6,1.5,3.9,1.1,1014,0.8%,3.9%
CN(C)CCCN1C(=O)C(=O)/C(=C(/O)c2ccncc2)C1c1cccnc1 (stereo unspecified),0.5%,-5.9%,i,-7.5,-0.552,-0.137,-0.23,0.657,0.54,1174,1.6,0.6,3.5,0.9,1172,2.9%,-1.5%
O=C(c1ccccc1F)N1C(=O)c2cccc3cccc1c23,0.0%,-3.4%,i,19.1,0.624,1.94,0.614,-0.798,0.77,1667,4.4,2.1,3.6,-2.0,1020,0.1%,-1.0%
Brc1ccccc1-c1csnn1,2.1%,-1.3%,i,3.3,0.0183,-0.241,0.133,-0.097,0.03,1312,2.1,2.8,4.0,-1.1,974,1.5%[50 µM],-2.1%
Cc1c(NC(=O)C(C)c2ccc(CC(C)C)cc2)c(=O)n(-c2ccccc2)n1C (stereo unspecified),2.2%,0.0%,i,0.5,2.77,-0.416,1.26,0.117,-0.29,1090,1.0,1.7,11.5,-1.0,1193,2.1%,-1.5%
COc1ccc(CCC(=O)NCCCNC(=O)CCc2ccc(OC)cc2)cc1,6.5%,6.9%,i,-5.3,0.242,-0.209,0.206,-0.991,0.14,1347,3.6,2.2,7.4,-1.8,519,4.0%,-0.5%
O=C(NNC(=O)C1CCN(S(=O)(=O)c2ccc(Cl)cc2)CC1)c1ccc(Cl)cc1,0.7%,-5.6%,i,23.0,-0.548,-0.226,-0.552,0.478,nt,nt,1.4,2.0,8.6,nt,nt,0.3%,-1.3%
O=C1C2C3c4ccccc4C(c4ccccc43)C2C(=O)N1c1nc(-c2ccccc2)cs1 (stereo unspecified),0.0%,-6.2%,i,-13.0,-0.836,-0.196,-0.558,-0.361,-0.03,1602,2.0,1.2,7.1,-1.8,1348,1.8%,0.1%
Cc1nn(C)cc1CNC(=O)c1cccc(Br)c1,1.6%,-6.8%,i,5.1,-0.136,-0.151,0.108,-0.921,nt,nt,1.2,2.1,2.4,-1.2,1207,-0.1%,4.1%
CC(CN1CCCCC1)OC(=O)c1ccc(Cl)cc1Cl (stereo unspecified),2.4%,3.6%,i,-5.4,-0.637,-0.267,-0.158,0.686,-0.35,1355,2.1,1.7,5.4,nt,nt,1.4%,-3.1%
COc1ccccc1CNC(=O)c1ccc(S(=O)(=O)N(C)C)cc1,-1.9%,-1.9%,i,-2.3,-0.38,-0.131,0.331,0.333,-0.21,1248,2.2,1.6,2.0,0.9,1074,-0.1%,nt
Cc1cc(OCc2ccc(F)cc2)nc(-c2ccccc2O)n1,5.8%,-0.1%,i,25.4,-1.25,-0.148,-0.911,1.42,-0.57,1536,4.0,3.6,15.7,-5.7,925,0.0%,1.3%
O=C1C2CCCN2C(c2ccccc2F)N1c1ccc(Cl)cc1 (stereo unspecified),-4.1%,-2.0%,i,-26.5,0.688,-0.0406,0.428,-1.57,-0.9,1464,6.3,1.7,18.0,0.1,1392,-0.4%,-0.7%
CC(=O)Nc1ccc(OCC[n+]2cccc(C(N)=O)c2)cc1,3.1%,-2.4%,i,2.2,0.157,-0.233,0.252,-1.31,-0.78,1352,3.2,2.5,7.7,-0.2,1100,nt,-0.4%
